# Bioassay records deposited in PubChem BioAssay by National Center for Advancing Translational Sciences (NCATS).
# Shiga toxin inh: blocks Shiga toxin action in Vero cells | Vero cells, Shiga toxin protein synthesis inhibition reporter | AID 2315 | inhibition, % at 38.7 µM | actives 9.2% (n = 290,000); in the data active = inhibition mostly above about 28%, no sharp cut-off; inactive = mostly below about 43%; note: 0% is about no effect
# Giardia FBPA inh: Giardia lamblia aldolase inhibition | actives 0.71% (n = 290,000) | AID 2451 | Potency, µM (top dose mostly 59.6 µM), for the others: at the top dose activity, negative = inhibition, most hits filed as inhibitors | purified Giardia FBPA | A8B2U2; note: potency is the fitted concentration of half-maximal effect; % is set by controls: 0 for no effect and ±100 for the full control effect; nearly all actives have a fitted effect of over 55% in size
# Target sequence (A8B2U2 whole entry, looked up): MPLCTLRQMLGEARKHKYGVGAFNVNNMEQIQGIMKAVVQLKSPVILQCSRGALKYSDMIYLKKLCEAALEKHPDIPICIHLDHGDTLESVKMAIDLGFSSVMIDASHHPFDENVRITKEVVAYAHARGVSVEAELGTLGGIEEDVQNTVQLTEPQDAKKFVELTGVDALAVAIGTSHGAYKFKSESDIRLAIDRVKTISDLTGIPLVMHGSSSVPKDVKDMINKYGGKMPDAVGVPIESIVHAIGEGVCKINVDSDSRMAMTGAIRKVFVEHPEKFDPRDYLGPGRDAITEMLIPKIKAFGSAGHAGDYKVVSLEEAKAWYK
#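 40 nM FBPA preincubated 10 min at RT with compound (up to 57.5 uM final), then substrate plus GAPDH/TPI/NAD/arsenate coupling and diaphorase/resazurin added. Fluorescence read after 20 min at RT, 525/598 nm.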
# AMA1 RON2 block: disrupts binding of P. falciparum AMA1 to RON2. Potency, µM (top dose mostly 58.2 µM), without a hit: at the top dose activity change, negative = inhibition, actives largely listed as inhibitors. actives 0.2% (n = 360,000). AlphaScreen AMA1-biotinylated RON2 peptide binding;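 note: potency is the fitted concentration of half-maximal effect; 0% = vehicle wells and -100% = peptide control; nearly all actives have a fitted effect of over 45% in size; some results filed as inactive show a strong effect at the top dose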
#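 AMA1 (3D7) with his tag at 25 nM final met compounds first, then biotinylated RON2 peptide at 25 nM; detection used donor plus acceptor beads, 10 µg/mL apiece, read by AlphaScreen after 30 min at room temperature.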
# AmpC no deterg: blocks E. coli AmpC beta-lactamase in detergent-free assay. AmpC nitrocefin hydrolysis, absorbance 480 nm, 0.0001% Triton. Potency, µM (top dose mostly 57.1 µM), for the others: at the top dose activity change, negative = inhibition, hits mostly inhibitors. actives 0.52% (n = 330,000). AID 485341;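 note: potency is the fitted concentration of half-maximal effect; plate controls were no compound for no effect and no enzyme for full effect; nearly all actives have a fitted effect of over 20% in size; some results filed as inactive show a strong effect at the top dose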
# Target sequence (P00811 whole entry, looked up): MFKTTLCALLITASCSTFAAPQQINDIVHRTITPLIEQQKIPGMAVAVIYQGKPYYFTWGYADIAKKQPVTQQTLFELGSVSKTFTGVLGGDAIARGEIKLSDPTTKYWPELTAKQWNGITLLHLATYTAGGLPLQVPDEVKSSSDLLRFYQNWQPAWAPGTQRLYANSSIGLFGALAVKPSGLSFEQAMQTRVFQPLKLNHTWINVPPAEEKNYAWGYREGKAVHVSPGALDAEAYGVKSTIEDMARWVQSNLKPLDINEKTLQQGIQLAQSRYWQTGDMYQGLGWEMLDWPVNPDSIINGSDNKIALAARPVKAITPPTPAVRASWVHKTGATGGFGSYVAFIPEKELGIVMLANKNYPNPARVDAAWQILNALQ
#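 AmpC (5.3 nM in the dispensed reagent) in 20 mM phosphate pH 7.0 with 0.01% (detergent screen) or 0.0001% Triton X-100 was preincubated with compounds for 15 min at room temperature. Nitrocefin was then added from an 800 uM solution, and hydrolysis was followed at 480 nm.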
# HCMV antiviral: human cytomegalovirus inhibition; HFF cells, HCMV-luciferase reporter, 72 h; active compounds read low; activity change, negative = inhibition, % at 57.5 µM; actives 4.5% (n = 410,000); AID 1259415; in the data active = activity change below about -60%; inconclusive = no clear call, values can overlap the other calls; inactive = above about -39%; note: % is set by controls: 0 for no effect and ±100 for the full control effect
#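 Two-dose cell screen: HFF monolayers treated with compounds and infected with luciferase-expressing HCMV at 1 PFU/cell, 72 h at 37C, then lysed for luciferase measurement.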
# AmpC detergent: blocks E. coli AmpC beta-lactamase in detergent assay; Potency, µM (top dose mostly 114 µM), without a hit: at the top dose activity change, negative = inhibition, hits mostly inhibitors; actives 0.041% (n = 370,000); P00811; AmpC hydrolysis of nitrocefin, absorbance 480 nm, 0.01% Triton;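 note: potency is the fitted concentration of half-maximal effect; 0% = no-compound wells and -100% = no-enzyme wells; nearly all actives have a fitted effect of over 25% in size; some results filed as inactive show a strong effect at the top dose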
#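 20 mM phosphate pH 7.0 + 0.01% (detergent screen) or 0.0001% Triton X-100; 5.3 nM AmpC reagent; cpd preinc 15 min RT; nitrocefin (800 uM stock) to start; A480 q20 s × 4 min; Activity was normalised to no-enzyme and no-compound control wells.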
# CHX counter: counter-screen for Shiga toxin inhibitors: cycloheximide protein synthesis inhibition | actives 12% (n = 300,000) | max response, % | cell reporter, cycloheximide protein synthesis inhibition counterscreen | AID 2314; in the data active = max response mostly above about 13%, no sharp cut-off; inactive = mostly below about 14%; note: read at 38.3 µM for the half of the compounds with a filed dose; 0% is about no effect
# An asterisk follows results filed as active; ? = inconclusive; . = no result given; [ ] = remark or other dose. Unless noted, calls come from the whole dose curve; as a rule, active = well fitted curve in the direction sought with a large enough effect; inconclusive = small, poorly fitted or top-dose-only effect, or another doubt; inactive = no such curve, though single readings can be large; an effect the other way counts as inactive or inconclusive.
SMILES,Shiga toxin inh,Giardia FBPA inh,AMA1 RON2 block,AmpC no deterg,HCMV antiviral,AmpC detergent,CHX counter
Cc1c(Cl)c(C(=O)NNC(=S)NCc2ccco2)nn1C,11,12%,99%[activator],-15%,10,6%,1
OCCN1CCN(C(c2cccs2)c2ccc3cccnc3c2O)CC1 (stereo not given),15,?,.,-23%,.,-14%,11
Cc1csc(SCC(=O)N(c2ccccc2)C(C)C)n1,.,.,-4%,10%,?,0%,.
O=C(COc1cccc(Br)c1)Nc1ccc(Cl)c(S(=O)(=O)N2CCOCC2)c1,.,.,-8%,-12%,-29,.,.
Cc1ccc(-c2nnn(CC(=O)N3CCCCC3)n2)cc1,.,-4%,-11%,-1%,15,?,19*
CCN(CC)CCCNC(=O)c1cn(C)c2ccc(S(=O)(=O)N(C)C)cc2c1=O,-4,4%,6%,-1%,6,?,-1
CCOC(=O)CSC(CC)C(=O)Nc1nnc(CC)s1 (stereo not given),-4,-1%,-5%,0%,-26,?,6
O=c1c(-c2ccco2)[n+]([O-])c2ccccc2n1OCc1ccccc1F,-8,0%,-4%,-24%,-30,-4%,-2
COc1ccc(CN2CCN(c3ccccc3OC)CC2)c(OC)c1,.,?,-26%,-22%,1,-8%,-2
CCOc1ccc(Oc2c(/C=N/NC(C)=O)c(C)nn2-c2ccccc2)cc1,2,6%,16%,72%[activator],20,0%,-2
CCC(C(=O)NCc1ccco1)N(C(=O)CNS(=O)(=O)c1ccc(C)cc1)c1ccccc1F (stereo not given),0,1%,1%,-28%,11,-9%,-6
c1ccc(-c2cn3c(n2)CCc2ccc4cccnc4c2-3)cc1,-7,?,152%[activator],7%,-10,?,11
Cc1ccc(-n2ncc3c(NCc4ccco4)ncnc32)c(C)c1,15,-13%,-4%,-24%,8,?,16*
C=CCN1CC(O)=C(c2ccccc2)C1=N,5,-2%,-4%,-15%,-69*,9%,2
Cc1noc(COc2ccc(OCc3nc(C)no3)cc2)n1,21,2%,10%,-3%,8,-17%,10
O=C(O)c1cc(-c2cccs2)nc2cc3c(cc12)OCCO3,9,2%,-2%,-14%,40,?,8
NC(=O)c1ccc(NC(=O)COC(=O)/C=C/c2cccs2)cc1,-8,-3%,-12%,-7%,-16,-3%,-4
O=C(/C=C/c1ccc([N+](=O)[O-])cc1)NCc1cccnc1,-15,2%,-8%,-20%,25,-5%,-3
CCN(CC(=O)Nc1ccc2c(c1)OCCO2)c1nc(-c2cccnc2)nc2ccccc12,-2,10%,-12%,104%[activator],-8,-3%,-5
O=C(CSc1ncnc2sc3c(c12)CCC3)N1CCOCC1,12,-8%,-7%,-5%,2,-4%,-2
Cc1ccc(C2(C)NC(=O)N(CC(=O)NC(=O)NC(C)(C)C)C2=O)cc1 (stereo not given),4,5%,7%,22%,-4,0%,-1
O=S(=O)(NOCc1ccc(Cl)cc1)c1ccc(Cl)cc1,-3,-3%,14%,-43%,-12,-13%,-3
CC1=C(C(=O)OC(C)(C)C)C(c2cccc3ccccc23)NC(=O)N1 (stereo not given),-3,-1%,-4%,1%,-6,4%,-3
CCCOc1ccc(S(=O)(=O)n2cc(Br)c(=O)[nH]c2=O)cc1,12,-3%,6%,-34%,41,2%,-5
O=C1C(c2[nH]c3ccc(S(=O)(=O)O)cc3c2O)=Nc2ccc(S(=O)(=O)O)cc21,-3,18µM*,.,.,.,.,11
# Additional results
SMILES,Shiga toxin inh,Giardia FBPA inh,AMA1 RON2 block,AmpC no deterg,HCMV antiviral,AmpC detergent,CHX counter
CN1CCN(S(=O)(=O)c2cccc(C(=O)Nc3ccccc3N3CCCC3)c2)CC1,-11,.,-16%,75%[activator],1,2%,-3
COc1cccc(N(CC(=O)NCCSc2ccccn2)S(=O)(=O)c2ccccc2)c1,-3,-6%,0%,0%,8,-8%,-3
O=C(O)CC1(CC(=O)Nc2ccccc2C(=O)c2ccccc2)CCCC1,12,-2%,6%,69%[activator],-14,-8%,1
Cc1cc(C)nc(NS(=O)(=O)c2ccc(NC(=S)NC(=O)CC(C)C)cc2)n1,-2,0%,-14%,-25%,69,0%,-3
CN1CCN(C(=S)NC(=O)/C=C/c2cccs2)CC1,5,-19%,1%,-17%,39,9%,22*
COc1cc(NC(=O)c2ccco2)c(C(=O)O)cc1OC,-12,-1%,9%,-4%,-1,1%,14
CCCCN(CCCC)c1nc(-c2ccncc2)nc2ccccc12,1,-4%,17%,-19%,-70*,3%,-3
O=C(CN(C(=O)CCC(=O)Nc1nccs1)c1ccc(F)cc1)NCCc1ccccc1,-3,0%,13%,36%,?,-5%,-2
CCCCn1c(SCC(=O)Nc2cccc(OC)c2)nc2ccc(N3CCOCC3)cc2c1=O,-40,?,59%[activator],93%[activator],-20,?,8
CCOCCCNC(=O)C(NC(=O)CNC(=O)c1ccccc1)c1ccc(OC)cc1 (stereo not given),-6,9%,-7%,2%,?,7%,-4
Cc1cc(-c2nnco2)c(C)n1-c1ccccc1,63,-18%,4%,-9%,70,-2%,37*
CC(=NCCCn1ccnc1)c1c(O)n(-c2ccccc2)c(=O)[nH]c1=O,-5,0%,-22%,-6%,9,0%,1
Cc1cc(=O)[nH]c(-c2ccccc2OC(F)(F)F)n1,-2,2%,-9%,-12%,45,-4%,-3
COc1cc(C(=O)Nc2cccc(-n3cnnn3)c2)cc(OC)c1OC,-10,-2%,13%,-20%,-5,4%,-3
Cc1nn(Cc2ccccc2)c(C)c1C(=O)NCC(c1cccs1)N1CCOCC1 (stereo not given),.,.,30%[activator],36%,19,-10%,.
O=C(NCc1ccncc1)C(=O)N/N=C/c1cccnc1,-5,3%,2%,-13%,-17,2%,1
CCC(=O)Nc1ccc(-c2nc(-c3ccccc3)n(CC(=O)N3CCCCC3)n2)cc1,10,-3%,-3%,-15%,-15,-6%,-1
O=C(CCCSc1nc(-c2ccco2)cc(C(F)(F)F)n1)NCc1cccs1,7,3%,11%,.,-27,-3%,0
Cn1nc(C(F)(F)F)c(C(=O)Nc2ccc(C(F)(F)F)cc2)c1Cl,-12,1%,-6%,18%,-27,-10%,-2
O=C(CNC(=O)c1ccco1)Nc1ccc(F)c(Cl)c1,-6,0%,-11%,-9%,-14,-1%,-3
CCOc1ccccc1Nc1nc(-c2sc(NC(=O)c3ccc([N+](=O)[O-])cc3)nc2C)cs1,44,-8%,.,-17%,.,5%,6
COc1ccccc1NC(=O)Nc1ccc(Br)cn1,5,3%,-1%,-18%,-2,-11%,-5
CCC(CC)C(=O)Nc1nnc(SCC(=O)N2CCN(c3ccccc3OC)CC2)s1,5,8%,8%,89%[activator],17,-11%,1
CCNc1nc(Oc2ccc(=O)n(C)n2)nc(N2CCOCC2)n1,17,3%,-3%,-6%,108,-6%,-1
COCCN1C(=O)N[C@@H](c2cccc(F)c2)C(C(C)=O)=C1C,.,6%[12.9 µM],0%,.,-32,.,.
# More structures follow.
SMILES,Shiga toxin inh,Giardia FBPA inh,AMA1 RON2 block,AmpC no deterg,HCMV antiviral,AmpC detergent,CHX counter
CCOC(=O)c1ccc(S(=O)(=O)N2CCN(C(=O)C3CSC4(C)CCC(=O)N34)CC2)cc1 (stereo not given),.,.,8%,37%,-14,-12%,.
CC(C)Cn1c(N)c(C(=O)COC(=O)C2CC(=O)N(Cc3ccccc3Cl)C2)c(=O)n(C)c1=O (stereo not given),-17,-2%,-10%,104%[activator],?,-2%,10
O=C(c1ccccc1)c1cnc(-c2ccccc2)s1,47,3%,-22%,-26%,26,3%,9
Cc1cc2cc(CNC(=O)c3ccc4c(c3)OCO4)ccc2n1C,-7,-29%,-6%,66%[activator],-6,-15%,-2
O=C(Cc1ccccc1F)NCC(=O)Nc1ccccc1Br,-5,.,-16%,20%,-2,0%,8
CCc1nc(N)c(C#N)c(-c2ccc(F)cc2)c1C,-11,4%,0%,-8%,21,-10%,-2
Cc1cccc(Nc2nnc(SCC(=O)c3c(N)n(C4CC4)c(=O)[nH]c3=O)s2)c1,.,.,16%,-16%,-14,-3%,.
Cn1cc(-c2nc3ccccc3[nH]2)c2ccccc21,87*,-11%,-18%,-16%,106,-14%,36*
O=C(COC(=O)C1CCN(c2ccc(C(F)(F)F)cn2)CC1)NCc1ccccc1,.,.,-1%,59%,73,-3%,.
Cc1csc(NC(=O)CSc2ccc(-c3ccc(F)cc3)nn2)n1,30,0%,-9%,-49%,86,-4%,-6
CCn1c(CNc2ccc(F)cc2)nnc1SCC(=O)Nc1ccc(OC)cc1OC,-6,-4%,0%,77%[activator],-2,1%,-3
COc1ccc(CCNC(=O)CN(c2ccc(OC)c(OC)c2)S(=O)(=O)c2ccc(C)cc2)cc1,5,-12%,31%[activator],60%[activator],-22,1%,-3
Cc1ccc(C)c(OCCC(=O)Nc2ccc(S(=O)(=O)N3CCCC3)cc2)c1,.,.,-6%,-29%,-29,5%,.
Cn1nc(C(F)(F)F)c(C(=O)Nc2ccc(F)cc2F)c1Oc1cccc(Cl)c1,-14,5%,18%,-5%,-20,-15%,2
COc1ccccc1Oc1ccc2c(c1)C(=O)N(CC1CCCO1)C2=O (stereo not given),46*,2%,5%,37%,-5,2%,37*
O=C(NCCS(=O)(=O)NCCc1ccccc1)c1ccc2c(c1)OCO2,.,.,-7%,-11%,43,?,.
COCCOc1ccc(C(F)(F)F)cc1NC(=O)CN1C(=O)NC2(CCc3ccccc32)C1=O (stereo not given),.,.,1%,133%[activator],-11,-12%,.
CC(C)Cc1n[nH]c(=O)[nH]1,-10,4%,5%,-9%,3,-8%,-2
CSc1nc(N(C)NC(=O)c2ccc(F)cc2)c2ccccc2n1,-13,5%,-12%,-23%,-30,1%,-2
CC(C)CN(CC(C)C)C1=N/C(=C\c2ccco2)C(=O)N1c1ccccc1,-6,-3%,-18%,-21%,-5,4%,15
O=C(Nc1ccc(Cl)cc1C(F)(F)F)c1ccccc1Cl,38,0%,21%,-13%,?,-15%,13*
O=c1cc(-c2ccccc2)nc2nc(-c3ccccc3)[nH]n12,11,-14%,0%,-16%,224,-3%,12
O=C(CNC(=O)C1CCCCC1)NC1=NCCS1,-1,-1%,?,-17%,-6,-14%,-4
Cc1ccc(CSCCNC(=O)CN2C(=O)c3ccccc3S2(=O)=O)cc1,5,-4%,7%,-21%,22,-2%,-2

# Not a hit list (roughly 16% active in at least one column).
